Screens: PubChem BioAssay, Sanford-Burnham Center for Chemical Genomics
SENP8 block-1: blocks the human protease SENP8 | actives 1.2% (n = 330,000) | AID 2540 | inhibition, % at 10 µM | purified SENP8, Z-RLRGG-aminoluciferin cleavage, luminescence; in the data active = inhibition above about 50%
Target sequence (Q96LD8 whole entry, looked up): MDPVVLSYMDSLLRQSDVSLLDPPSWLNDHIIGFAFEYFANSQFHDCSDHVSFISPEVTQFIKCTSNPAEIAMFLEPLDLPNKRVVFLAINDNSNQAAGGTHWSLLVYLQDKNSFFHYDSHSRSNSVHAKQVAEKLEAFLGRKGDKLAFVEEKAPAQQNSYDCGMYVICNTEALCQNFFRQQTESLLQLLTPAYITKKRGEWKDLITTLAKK
HKDC1 inhibitor: inhibitors of human hexokinase HKDC1 | Q2TB90 | recombinant HKDC1, G6PDH/diaphorase resazurin coupled fluorescence | inhibition, % at 20 µM | actives 0.16% (n = 340,000) | AID 493160;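 active = inhibition above about 35% when tested at 20 µM, limit read from the data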;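 also: plate controls were DMSO wells with enzyme for no effect and DMSO wells lacking enzyme for full effect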
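Test system: HK5 enzyme. Quantity: 5 µg/mL HK5 final. Reagent: glucose and ATP substrates. Schedule: 90 min reaction incubation at room temperature, dark. Technique: resazurin-to-resorufin fluorescence via G6PDH and diaphorase coupling, 525/613 nm. Control set: DMSO wells with and without enzyme mix.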
SENP8 block-2: inhibitors of human SENP8 protease; recombinant SENP8, Nedd8 substrate fluorescence; inhibition, % at 20 µM; actives 0.64% (n = 360,000); AID 602440; in the data active = inhibition mostly above about 40%, no sharp cut-off; inactive = mostly below about 27%
SENP7 inh: SENP7 protease inhibition. actives 1.5% (n = 330,000). recombinant SENP7, Z-RLRGG-aminoluciferin luminescence, 40 min. Q9BQF6. inhibition, % at 5 µM;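 active = inhibition above about 50% at the single test dose, limit read from the data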;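 also: plate controls were DMSO with enzyme for no effect and no enzyme buffer wells for full effect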
Target sequence (Q9BQF6 706-1050 limits assumed): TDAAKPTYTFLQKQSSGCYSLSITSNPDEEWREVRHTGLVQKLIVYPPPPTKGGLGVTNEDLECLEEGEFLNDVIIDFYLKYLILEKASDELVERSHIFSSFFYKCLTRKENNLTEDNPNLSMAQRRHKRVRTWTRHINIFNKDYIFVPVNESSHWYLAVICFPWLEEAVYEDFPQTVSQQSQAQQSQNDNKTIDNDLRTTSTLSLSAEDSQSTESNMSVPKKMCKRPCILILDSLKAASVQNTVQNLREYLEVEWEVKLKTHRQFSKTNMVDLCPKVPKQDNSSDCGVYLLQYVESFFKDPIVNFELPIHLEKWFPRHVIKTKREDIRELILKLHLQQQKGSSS
UBC13 inh: blocks human UBC13 polyubiquitin chain formation. AID 485273. TR-FRET. P61088. actives 0.47% (n = 330,000). inhibition, % at 20 µM; in the data active = inhibition above about 45%, passing the limit was not always enough
Target sequence (P61088 whole entry, looked up): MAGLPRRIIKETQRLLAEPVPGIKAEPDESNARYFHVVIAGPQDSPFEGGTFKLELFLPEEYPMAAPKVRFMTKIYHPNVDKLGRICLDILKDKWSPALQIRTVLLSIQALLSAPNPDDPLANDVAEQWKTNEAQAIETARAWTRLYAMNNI
PfG6PD inh: PfG6PD (Plasmodium falciparum) enzyme inhibition | AID 504690 | actives 0.78% (n = 350,000) | inhibition, % at 20 µM | PfGluPho enzyme, NADPH resazurin-diaphorase fluorescence;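 active = inhibition reaching at least a set limit at 20 µM in the primary screen, cut at about 59% in these data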;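 also: 0% = DMSO wells with substrate and 100% = DMSO wells lacking glucose-6-phosphate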
SENP6 inh: blocks the human protease SENP6; inhibition, % at 10 µM; actives 1.8% (n = 330,000); Q9GZR1; AID 2599; Recombinant SENP6 catalytic domain, aminoluciferin luminescence;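 active = inhibition above about 50% at the single tested dose, limit read from the data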;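 also: plate controls were DMSO wells with enzyme for no effect and DMSO wells lacking enzyme for full effect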
SENP1 FRET inh: inhibitors of human SENP1 SUMO protease catalytic domain | Q9P0U3 | recombinant SENP1 catalytic domain, CyPet-SUMO1-YPet FRET cleavage | inhibition, % at 10 µM | actives 0.21% (n = 360,000) | AID 624204;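 active = inhibition at least 30% at 10 µM, raw YFP signal under a set limit, fluorescence ratio 0.5 to 1.5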;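 also: 0% = enzyme with DMSO and 100% = no enzyme wells; some results filed as inactive read as strong as hits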
Target sequence (Q9P0U3 419-644 limits assumed): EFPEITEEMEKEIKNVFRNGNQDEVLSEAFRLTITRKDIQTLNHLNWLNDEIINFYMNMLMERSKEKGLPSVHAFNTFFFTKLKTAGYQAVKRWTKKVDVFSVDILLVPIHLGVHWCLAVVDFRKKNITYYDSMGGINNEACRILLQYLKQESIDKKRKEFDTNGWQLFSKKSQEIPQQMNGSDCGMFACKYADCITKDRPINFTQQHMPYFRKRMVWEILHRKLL
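system = hSENP1 catalytic domain, recombinant | reagent = SFCypet-SUMO1-SFYpet substrate at 25 nM | doses = one dose per compound, 10 µM, 0.5% DMSO | incubation = enzyme reaction for 50 min at room temperature, dark | measured by = FRET, CFP and YFP emission | controls = no-enzyme low, enzyme-DMSO high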
beta cell repl: inducers of beta-cell replication in MIN6 cells | MIN6 cells proliferation, ATPlite luminescence, 48 h; cells starved in 0.2% serum; 100% = growth in 10% serum | proliferation, % at 10 µM | actives 0.29% (n = 330,000);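 active = compounds whose signal lies at least 3.5 SD above the mean of all wells on their plate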;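 also: 0% = DMSO-treated cells in low-serum medium and 100% = 10% serum control; some compounds called inactive have numbers as strong as hits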
Numbers without * were called inactive; . = not tested or not shown.

Below each compound – SENP8 block-1, PfG6PD inh, SENP7 inh, HKDC1 inhibitor, UBC13 inh, beta cell repl, SENP8 block-2, SENP6 inh, SENP1 FRET inh
CN(C(=O)COC(=O)c1cccc(S(=O)(=O)N2CCOCC2)c1)C1CCS(=O)(=O)C1 (stereo not drawn)
  -4, 9, -5, -2, -12, -3, 25, -18, -3
COc1ccc(C(C[N+](=O)[O-])c2c(C)[nH]c3ccccc23)cc1OC (stereo not drawn)
  -10, 0, -5, -4, -10, 2, 2, 12, -7
CC(=O)Nc1ccc(Oc2cc(C#N)c(C#N)cc2N2CCCCCC2)cc1
  -4, -14, -4, 1, 14, -5, -87, 2, 1
Cc1sc2nc(SCCN(C)C)n(-c3ccccc3)c(=O)c2c1-c1ccc(F)cc1
  -13, -2, 0, 0, -4, -4, 15, -7, 2
COc1cccc(C(=O)Nc2ccc3c(c2)OCO3)c1OC
  33, 2, 37, -7, 2, -2, 16, 55*, 0
CCN(c1ccc(NC(=O)COC(=O)/C=C/c2cccs2)cc1)C(C)C
  5, 24, 1, -3, -6, -4, 12, -3, 3
CN(C)Cc1cn(CCC(=O)O)c2ccccc12
  -7, -12, -6, -2, -5, -2, 5, 1, -2
CCCNC(=O)C(Cc1ccc(C(F)(F)F)cc1)NC(=O)c1ccc2ccccc2n1 (stereo not drawn)
  11, 20, -2, -1, 12, -5, 10, 1, 0
Cc1nn(C(C)C(=O)N2CCOCC2)c(=O)c2nn(-c3ccccc3)c(C)c12 (stereo not drawn)
  4, -4, -1, -7, -3, 0, 9, 11, 2
CCCCCc1c(C)c(C#N)c2nc3ccccc3n2c1-n1ccnc1C
  5, -14, 5, -1, 9, 1, -128, -6, -22
Nc1nc(SCc2c(F)cccc2Cl)[nH]c(=O)c1-c1ccccc1
  1, -5, 0, 0, 13, 2, 13, 1, 2
COc1ccc(Cl)cc1C(=O)Nc1ccc(N(C)C(C)=O)cc1
  2, 8, 6, -8, -7, -1, 6, -11, 1
CN(C)C(=S)Nc1ccc2ccccc2c1
  -1, 9, 1, -3, 1, 0, -91, 2, 2
O=S(=O)(NC1CCCC1)c1ccc(S(=O)(=O)N2CCc3ccccc32)cc1
  2, -2, -1, -1, 7, -5, 3, 17, 1
Cc1ccc(S(=O)(=O)N(C)C)cc1-n1c(SCC(=O)Nc2ccc(F)c(F)c2F)nc2ccccc2c1=O
  -7, 16, 2, 11, 3, 1, 18, -7, 1
Cc1nc(NC(=O)c2cnccn2)ccc1Br
  ., 2, ., 4, ., ., 10, ., 3
Cn1c(=O)[nH]c(=O)c2c1nc1n2CC(O)CN1c1ccccc1 (stereo not drawn)
  -8, 8, 2, 0, -2, -2, 18, -12, -1
Cn1c(SCc2cccc(F)c2)nnc1-c1ccncc1
  -4, 12, 5, -5, 4, 2, -5, 3, -32
COc1ccc(Cl)cc1NC(=O)CN(C)C(=O)c1cc(-c2ccncc2)nc2ccccc12
  -7, -7, 2, -2, 2, -4, -12, -24, -2
COc1ccc(/C=C2\SC(=O)N(CC(=O)Nc3ccccc3O)C2=O)cc1OC
  1, -15, 5, -1, 0, 2, -46, 19, -1

Shown as a hit in SENP6 inh, among the entries above:
Structure	SENP8 block-1	PfG6PD inh	SENP7 inh	HKDC1 inhibitor	UBC13 inh	SENP8 block-2	SENP6 inh	SENP1 FRET inh
COc1cccc(C(=O)Nc2ccc3c(c2)OCO3)c1OC	33	2	37	-7	2	16	55*	0

7 entries picked at random from the list so far:
Below each compound – SENP8 block-1, PfG6PD inh, SENP7 inh, HKDC1 inhibitor, UBC13 inh, beta cell repl, SENP8 block-2, SENP6 inh, SENP1 FRET inh
Nc1nc(SCc2c(F)cccc2Cl)[nH]c(=O)c1-c1ccccc1
  1, -5, 0, 0, 13, 2, 13, 1, 2
CCCNC(=O)C(Cc1ccc(C(F)(F)F)cc1)NC(=O)c1ccc2ccccc2n1 (stereo not drawn)
  11, 20, -2, -1, 12, -5, 10, 1, 0
CN(C)Cc1cn(CCC(=O)O)c2ccccc12
  -7, -12, -6, -2, -5, -2, 5, 1, -2
Cc1nn(C(C)C(=O)N2CCOCC2)c(=O)c2nn(-c3ccccc3)c(C)c12 (stereo not drawn)
  4, -4, -1, -7, -3, 0, 9, 11, 2
CC(=O)Nc1ccc(Oc2cc(C#N)c(C#N)cc2N2CCCCCC2)cc1
  -4, -14, -4, 1, 14, -5, -87, 2, 1
O=S(=O)(NC1CCCC1)c1ccc(S(=O)(=O)N2CCc3ccccc32)cc1
  2, -2, -1, -1, 7, -5, 3, 17, 1
Cc1nc(NC(=O)c2cnccn2)ccc1Br
  ., 2, ., 4, ., ., 10, ., 3

Further compounds follow.
Below each compound – SENP8 block-1, PfG6PD inh, SENP7 inh, HKDC1 inhibitor, UBC13 inh, beta cell repl, SENP8 block-2, SENP6 inh, SENP1 FRET inh
COc1cccc(C2C(C(=O)Nc3nc4ccccc4s3)=C(C)NC3=C2C(=O)CC(C)(C)C3)c1OC (stereo not drawn)
  -6, -9, -2, -8, -8, -5, -411, 2, -32
CCOC(=O)C1CCN(C(=O)c2cccc(NC(=O)C(CC)CC)c2)CC1
  0, -14, -1, -1, 2, -2, 17, -19, 1
Cc1ccc(NC(=O)CN2C(=O)NC3(CCCCCCC3)C2=O)cc1C
  -13, -4, -3, 3, 0, -5, 7, -9, 0
CC1CCN(Cc2nc3c(c(=O)n(C)c(=O)n3C)n2CCCc2ccccc2)CC1
  1, 3, -5, -2, 5, 1, 6, -17, -2
O=C(Nc1cccc(NC(=O)c2cccs2)c1)c1cccnc1
  -5, 0, -4, -5, 7, -3, 22, -24, 0
CCOC(=O)CC1=NN(c2ccccc2)C(=O)/C1=C\c1ccc(N(C)C)cc1
  -6, 5, -4, -2, -225, -2, 33, -9, 2
O=C(C1CC1)N1CCCC(c2ccc(Cl)cc2)=N1
  -16, -1, -4, -7, -8, -3, 2, 0, 4
CCOC(=O)CN(Cc1ccccc1)C(=O)OC(C)(C)C
  -1, ., 3, ., -6, -2, ., 5, .
Cc1ccc(Cl)cc1NC(=O)c1ccc(NC(=O)CCC(=O)O)cc1
  -1, 6, 3, -5, 3, 2, 16, 5, 1
Cc1cccc(N(CC(=O)N2CCCC2)S(C)(=O)=O)c1
  8, -9, 0, -1, -7, -1, 16, -3, 1
COc1ccc(NC(=O)N(Cc2cc3ccc(OC)cc3[nH]c2=O)CC2CCCO2)cc1 (stereo not drawn)
  -10, 14, 4, -3, -2, -1, -3, -4, 3
Cc1cccc(-c2cccc(NC(=O)C3CCCN(C(=O)c4ocnc4C)C3)c2)c1 (stereo not drawn)
  -6, 13, 8, 6, 2, -2, 14, -6, 1
CCOc1ccccc1NC(=O)C(Sc1ccccc1)c1ccccc1 (stereo not drawn)
  5, 36, 3, 9, 5, -3, 9, -10, 1
N#C/C(C(=O)Oc1ccccc1)=C1/Nc2ccccc2-c2ccccc21
  3, 5, -3, -1, 0, -2, -3, -4, -39
Cc1ccc(/C=C2/SC(=S)N(CCCC(=O)Nc3ccc(O)cc3)C2=O)cc1
  -4, -2, 8, -5, -1, -1, 19, 20, 2
O=C(Cc1ccccc1)Nc1ncccn1
  0, 6, 5, 7, 0, 6, 13, -8, 5
COCCn1c(SCC(=O)Nc2cccnc2Cl)nc2cc(Cl)ccc2c1=O
  5, -2, 1, -4, 4, -8, 15, -2, 0
Cc1ccc2cc(CNC(C)(C)C)c(=O)[nH]c2c1
  -4, -11, -7, -3, -3, -2, -119, -4, -10
O=C(CCc1ccc(O)cc1)c1c(O)cc(O)cc1O[C@@H]1O[C@H](CO)[C@@H](O)[C@H](O)[C@H]1O
  -6, -2, -2, -2, 10, 2, 9, 6, -1
Cc1ccccc1-n1c(C)nnc1SCC(=O)N(C)C1CCS(=O)(=O)C1 (stereo not drawn)
  -1, 3, -2, -9, 9, -2, -1, -27, -1
CCc1ccc(NC(=O)CC2C(=O)N(c3ccc(C)cc3)C(=O)N2CCc2ccncc2)cc1 (stereo not drawn)
  6, 10, 3, -8, 9, -1, 5, -2, -1
CCOC(=O)c1cnn(-c2ccccc2)c1-c1ccncc1
  -10, -6, -3, -3, 0, -3, 13, -29, 0
O=C(Nc1ccc(N2CCN(C(=O)c3ccc(Cl)cc3)CC2)cc1)c1ccc2c(c1)OCCO2
  -9, 11, 0, 7, -3, -3, 8, -11, 1
O=C(Nc1ccc(S(=O)(=O)Nc2ncccn2)cc1)c1ccc2ncsc2c1
  9, 15, 10, 34, 18, -1, -38, -25, -32
CN(C)/C=C(\C#N)C(=O)N/N=C/c1ccccc1
  -1, -14, -5, -8, 6, -2, -1, -1, -1
O=C(NC(=S)NNS(=O)(=O)c1ccccc1)c1ccc([N+](=O)[O-])cc1
  -6, -3, -2, -28, -51, 0, 11, -8, 1
Cc1ccc(C(=O)N2CCCC(N3CCN(c4ccccc4F)CC3)C2)s1 (stereo not drawn)
  3, -1, 5, 10, 0, 1, 15, -10, 0
Cc1cc(C)cc(OC(=O)N2CCOCC2)c1
  1, 7, -2, -6, 1, 2, 15, -9, 3
CCC(=O)c1ccccc1OCCSc1nc(C)cc(=O)[nH]1
  -6, -19, -4, 6, -19, -1, 17, -1, 1
COc1ccc(N2CCN(c3nc4ccccc4n3CC(=O)c3ccccc3)CC2)cc1
  0, 6, 2, 2, 9, 1, 5, 0, 1
CCC1Oc2ccc(C)cc2N(CC(=O)NCCN2CCCCCC2)C1=O (stereo not drawn)
  2, 8, 4, -15, -6, -3, 16, 5, -14
CCN1C(=O)Cc2cc(S(=O)(=O)N3CCOCC3)ccc21
  -2, -13, 1, -1, 3, -1, 12, -15, 3
CCC(=O)N1CCN(c2ccc(NC(=O)c3cccs3)cc2)CC1
  -12, -1, 0, 4, 2, -2, 17, -16, 3
COC(=O)/C=c1/s/c(=C(/C#N)C(=O)N2CCCCC2)n(-c2ccccc2)c1=O
  7, 2, 4, -5, -3, 0, 6, 5, 2
Cc1ccc(OCC(=O)NNC(=S)NC(=O)c2cccs2)c(C)c1
  -4, -41, 10, -9, -3, -6, 4, -7, 3
O=C(CCN1C(=O)C2C3C=CC(C3)C2C1=O)Nc1nccs1 (stereo not drawn)
  -4, -1, -8, -5, -10, -2, 8, -27, 2
CC(=O)Nc1ccc(NC(=O)CSc2nnc(NC(=O)C3CC(=O)N(c4ccccc4)C3)s2)cc1 (stereo not drawn)
  2, -32, 5, 8, -1, 1, -1, -4, 2
O=C(/C=C/c1ccco1)N1CCN(S(=O)(=O)c2ccccc2)CC1
  0, 14, 2, -1, -1, 0, -8, 2, -9

Shown as labelled records: part of the list above.
mol: CCC1Oc2ccc(C)cc2N(CC(=O)NCCN2CCCCCC2)C1=O (stereo not drawn)
  SENP8 block-1 = 2 | PfG6PD inh = 8 | SENP7 inh = 4 | HKDC1 inhibitor = -15 | UBC13 inh = -6 | beta cell repl = -3 | SENP8 block-2 = 16 | SENP6 inh = 5 | SENP1 FRET inh = -14

mol: CC(=O)Nc1ccc(NC(=O)CSc2nnc(NC(=O)C3CC(=O)N(c4ccccc4)C3)s2)cc1 (stereo not drawn)
  SENP8 block-1 = 2 | PfG6PD inh = -32 | SENP7 inh = 5 | HKDC1 inhibitor = 8 | UBC13 inh = -1 | beta cell repl = 1 | SENP8 block-2 = -1 | SENP6 inh = -4 | SENP1 FRET inh = 2
